Screens (PubChem)
GC-A act: GC-A (human) enzyme activation. P16066. HEK293 GC-A cells, cGMP TR-FRET, EC30 ANP; 0% at EC30 ANP, 100% saturating ANP. activation, % at 10 µM. actives 0.14% (n = 370,000). AID 1671463; in the data active means activation above about 40%
NR1D1 modulator: Rev-erb alpha (human) modulation; Rev-erbα–FITC-DNA binding, fluorescence polarization, 90 min; actives 0.79% (n = 370,000); activity, % at 10 µM; P20393; AID 1259318;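 active means activity above about 14%, limit read from the data; passing the limit was not always enough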;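 further: 0% = DMSO wells with 35 nM protein and 100% = DMSO wells with 750 nM protein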
HTRA1 inh: HTRA1 (human) protease inhibition; recombinant HTRA1, FP-rhodamine activity-based probe, fluorescence polarization; inhibition, % at 5.96 µM; actives 0.5% (n = 340,000); in the data active means inhibition above about 36%;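 further: 0% = enzyme with DMSO and 100% = wells lacking enzyme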
ASAP1 GAP inh: ASAP1 ArfGAP inhibition; Q9ULH1; ASAP1-stimulated ARF1 GTP hydrolysis, GDP FP detection; inhibition, % at 16.5 µM; actives 0.19% (n = 360,000); in the data active means inhibition above about 25%;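 further: 0% = vehicle with enzyme and substrate and 100% = no enzyme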
Target sequence (Q9ULH1 325-724 limits assumed): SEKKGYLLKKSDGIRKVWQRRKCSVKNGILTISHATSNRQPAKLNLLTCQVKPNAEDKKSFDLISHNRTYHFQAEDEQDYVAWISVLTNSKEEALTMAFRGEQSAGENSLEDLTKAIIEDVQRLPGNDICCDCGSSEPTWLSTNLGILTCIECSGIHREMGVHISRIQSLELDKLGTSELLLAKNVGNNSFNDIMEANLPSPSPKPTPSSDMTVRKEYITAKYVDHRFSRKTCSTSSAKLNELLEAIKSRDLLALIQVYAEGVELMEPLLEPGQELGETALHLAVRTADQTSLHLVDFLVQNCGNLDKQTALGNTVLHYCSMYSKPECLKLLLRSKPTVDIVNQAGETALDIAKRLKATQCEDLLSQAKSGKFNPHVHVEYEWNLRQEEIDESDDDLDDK
NPR2 activator: GC-B (human) receptor activation; actives 0.11% (n = 370,000); P20594; activation, % at 10 µM; AID 1920062; HEK293-GC-B cells, CNP EC30, cGMP TR-FRET; 0% at EC30 CNP, 100% saturating CNP;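 active means activation at 10 µM reaching about 35% in either raw or pattern-adjusted values, limit read from the data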
PG9 binder: small molecules binding HIV-1 gp120 antibody PG9; TR-FRET gp120-PG9 antibody binding; inhibition, % at 6.7 µM; actives 0.43% (n = 360,000); in the data active means inhibition above about 8.5%
ARFGAP1 inhibitor: inhibitors of rat ARFGAP1 | Q62848 | Arfgap1-stimulated ARF1 GTP hydrolysis, GDP FP detection | inhibition, % at 16.5 µM | actives 0.26% (n = 360,000);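 active means inhibition above a per-plate limit, mean inhibition of low control wells plus 3 SD, cut at about 25% in these data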;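 further: 0% = DMSO wells with enzyme and 100% = wells lacking Arfgap1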
Target sequence (Q62848 1-136 limits assumed): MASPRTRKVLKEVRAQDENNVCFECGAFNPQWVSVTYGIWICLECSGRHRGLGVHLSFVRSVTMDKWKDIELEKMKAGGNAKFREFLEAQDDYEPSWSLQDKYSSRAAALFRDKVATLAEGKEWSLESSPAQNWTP
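System: truncated rat Arfgap1 GAP domain / Benchmarks: high control wells lacking Arfgap1, low control full reaction with DMSO / Times: compound-enzyme preincubation 20 min, reaction 120 min, detection 60 min, 25 °C / Repeats: one replicate per compound / Also added: human ARF1(Δ1-17)-GTP substrate / Measured by: Tracer-displacement fluorescence polarization with EDTA stop, 620/688 nm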
ABHD4 inh: inhibits mouse alpha/beta hydrolase domain 4. Q8VD66. purified mABHD4, FP-Rh probe fluorescence polarization. inhibition, % at 8.92 µM. actives 0.54% (n = 370,000);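 active means inhibition exceeding the mean over every tested compound plus 3 SD, cut at about 30% in these data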;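 further: 0% = plate median of compound wells and 100% = S159A mutant with DMSO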
Target sequence (Q8VD66 whole entry, looked up, the tested form may be a part): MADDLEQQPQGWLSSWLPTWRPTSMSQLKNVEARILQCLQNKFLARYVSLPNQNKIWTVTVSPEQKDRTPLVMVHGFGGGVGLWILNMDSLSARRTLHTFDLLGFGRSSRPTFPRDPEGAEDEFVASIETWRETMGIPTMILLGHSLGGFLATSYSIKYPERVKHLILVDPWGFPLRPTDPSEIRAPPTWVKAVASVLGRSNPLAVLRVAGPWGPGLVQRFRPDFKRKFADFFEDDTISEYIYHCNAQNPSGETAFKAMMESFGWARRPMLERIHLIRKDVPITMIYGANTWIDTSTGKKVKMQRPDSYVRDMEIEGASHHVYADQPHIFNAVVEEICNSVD
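Assay system: mABHD4 protein; medium: HEPES pH 7.0, NaCl, Pluronic buffer; dosing: 8.92 µM, single dose; schedule: 45 min + 60 min at 25 °C; signal: FP readout, ex 525 nm / em 598 nm; read-out: normalized percent inhibition of probe labeling; repeats: single replicate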
rCAG RNA binder: binds r(CAG) RNA repeats. r(CAG) RNA repeat, TO-PRO-1 dye displacement fluorescence. AID 651821. actives 1.3% (n = 370,000). inhibition, % at 3 µM;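 active means inhibition above the plate cutoff, the mean of all test compounds on that plate plus 3 SD, cut at about 35% in these data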;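 further: 0% = DMSO alone and 100% = 100 µM mitoxantrone as full dye displacement; higher means more dye released from RNA so lower well fluorescence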
SMARCA2 activ: SMARCA2 function activation, primary screen; activation, % at 9.1 µM; actives 1% (n = 370,000); MG213 cells, MMTV-luciferase reporter, dexamethasone, overnight; in the data active means activation above about 7.8%;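 further: 0% = vehicle wells and 100% = reference activator wells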
* = called active by the depositor; · = not tested or not shown.

cpd	Molecule	NR1D1 modulator	HTRA1 inh	NPR2 activator	rCAG RNA binder	ARFGAP1 inhibitor	ABHD4 inh	SMARCA2 activ	ASAP1 GAP inh	GC-A act	PG9 binder
1	COC(=O)[C@]1(S(=O)(=O)c2ccccc2)C[C@@H]2ON=C(c3ccc(OC)cc3)[C@@H]2C1	2	4	6	9	2	4	1	4	0	-0.7
2	CCOC(=O)c1c(C)[nH]c(C)c1C(=O)CSc1nc2ccccc2c(=O)n1-c1ccccc1C	-3	-30	0	2	-4	-19	2	0	3	0.1
3	COc1cccc(OC)c1OCCCc1c(C)n[nH]c1C	0	0	4	-3	-4	-2	-5	-9	-5	1.3
4	CCCCCc1nnc(NC(=O)CN2C(=O)C3CCCCC3C2=O)s1 (centres undefined)	-3	-7	2	-6	8	-6	0	1	3	0.9
5	Cc1ccc(-n2c(SCC(=O)NC3CCS(=O)(=O)C3)nc3ccccc3c2=O)c(C)c1 (centres undefined)	-2	5	-2	1	0	-4	-1	3	-1	-1.6
6	CC1CCN(C(=O)CCCN2C(=O)c3cccnc3Oc3ccc(Cl)cc32)CC1	-1	3	-9	-7	14	2	1	9	-7	-2.1
7	CCc1c(C(=O)Nc2ccc(OC)cc2)[nH]c(C)c1C(C)=O	-4	-9	0	-1	13	-1	1	-5	3	0.7
8	CCOC(=O)/C=c1/s/c(=C\c2c(OC)ccc3ccccc23)c(=O)n1CC(=O)NCC1CCCO1 (centres undefined)	9	-49	-2	5	-10	-36	-3	-6	-1	-4.6
9	Cc1cccc(NC(=O)CN2CCN(C(=O)C3CCN(C(=O)/C=C/c4ccccc4)CC3)CC2)c1C	-4	6	-5	-5	3	4	1	2	-7	-0.7
10	O=c1c(Cl)c(NCCO)cnn1-c1cccc(Cl)c1	-2	1	0	-3	3	2	-3	-7	5	-1.6
11	O=C(Nc1cc(C(F)(F)F)ccc1Cl)C1CCN(c2nnc(-n3cccc3)s2)CC1	-6	-15	0	2	4	-6	1	7	0	-0.1
12	OC1CCC(Nc2ncnc3sccc23)CC1 (centres undefined)	7	-2	1	0	6	-3	-3	-7	1	1.2

Next results
cpd	Molecule	NR1D1 modulator	HTRA1 inh	NPR2 activator	rCAG RNA binder	ARFGAP1 inhibitor	ABHD4 inh	SMARCA2 activ	ASAP1 GAP inh	GC-A act	PG9 binder
13	CSc1nsc(SCC(=O)Nc2ccc3c(c2)OCCO3)n1	-3	1	-3	3	-1	-7	1	-9	1	-1.5
14	CCSc1nnc(NC(=O)CC)s1	-4	8	1	0	-9	0	-3	5	4	-1.2
15	COc1ccccc1NS(=O)(=O)c1cc(C(=O)NCc2ccncc2)ccc1C	-2	-3	6	0	3	-1	-1	3	1	-1.2
16	COc1ccc(N2C(=O)C3CCCN3C2c2cccc(C)c2)cc1Cl (centres undefined)	-2	-4	-12	-3	-3	0	-3	1	-23	-0.9
17	O=S(=O)(c1ccc(Cl)cc1)N1c2ccccc2Oc2nc3ccccc3nc21	7	-3	-3	-3	0	4	1	4	-11	-0.7
18	O=C(COc1ccc(Cl)cc1)NNC(=O)c1ccc2c(=O)n3c(nc2c1)CCC3	6	2	-8	5	-7	0	1	-6	-5	-2.3
19	COc1ccccc1N(C)S(=O)(=O)c1ccc(C(=O)Nc2ccc(C(N)=O)cc2)cc1	6	-1	3	6	-8	-3	-2	3	-1	-0.2
20	CCOc1ccc(NC(=O)CSc2nncc(=O)n2N)cc1	1	3	4	0	-1	4	-2	10	2	-2.9
21	Cc1ccc(C(=O)NCC(C)(C)N2CCOCC2)s1	-1	-1	4	1	-4	2	0	10	-3	-2.6
22	Cc1cc(Nc2ccccc2)n(C(=O)c2ccc(Cl)cc2)n1	-5	-5	-6	1	17	1	3	12	-3	1.0
23	Cc1cc(S(=O)(=O)Nc2ccc(C(=O)N3CCN(C(=O)c4ccco4)CC3)cc2)ccc1F	4	4	-8	4	7	5	-3	-3	-2	2.2
24	Cc1ccc(CSc2nnc(SCC(=O)N/N=C/c3c[nH]c4ccccc34)s2)cc1	-29	-10	-8	6	4	8	-5	13	-1	-0.1

Shown screen by screen: entries from further up
17. O=S(=O)(c1ccc(Cl)cc1)N1c2ccccc2Oc2nc3ccccc3nc21
18. O=C(COc1ccc(Cl)cc1)NNC(=O)c1ccc2c(=O)n3c(nc2c1)CCC3
19. COc1ccccc1N(C)S(=O)(=O)c1ccc(C(=O)Nc2ccc(C(N)=O)cc2)cc1
compound no.	17	18	19
NR1D1 modulator	7	6	6
HTRA1 inh	-3	2	-1
NPR2 activator	-3	-8	3
rCAG RNA binder	-3	5	6
ARFGAP1 inhibitor	0	-7	-8
ABHD4 inh	4	0	-3
SMARCA2 activ	1	1	-2
ASAP1 GAP inh	4	-6	3
GC-A act	-11	-5	-1
PG9 binder	-0.7	-2.3	-0.2

Carrying on:
cpd	Molecule	NR1D1 modulator	HTRA1 inh	NPR2 activator	rCAG RNA binder	ARFGAP1 inhibitor	ABHD4 inh	SMARCA2 activ	ASAP1 GAP inh	GC-A act	PG9 binder
25	O=C(NCCC1CC1(Cl)Cl)c1ccc([N+](=O)[O-])cc1 (centres undefined)	-2	-6	0	3	-8	-14	-1	-2	-4	-1.5
26	COc1cc(/C=C/C(=O)OC(C)C(=O)Nc2ccc(Cl)cn2)ccc1OC(F)F (centres undefined)	-6	-17	2	2	2	-14	-3	-2	-1	2.5
27	CCOc1ccc(CCNC(=O)CCc2c(C)nc3ncnn3c2C)cc1OCC	3	-3	2	-5	-6	8	6	-9	1	-2.1
28	CCOC(=O)Cn1c(=O)oc2cc(S(=O)(=O)Nc3c(C)cc(C)cc3C)ccc21	1	-7	6	4	3	1	-3	-8	3	1.0
29	Cc1nc(NC(=O)COC(=O)C(C)NC(=O)c2ccccc2)c(Cl)cc1Cl (centres undefined)	0	5	-1	1	0	-2	1	-1	-1	0.5
30	COc1ccc(O)c(C(=O)CC(=O)c2ccncc2)c1	-2	-6	-6	2	1	2	4	-8	-1	-0.6
31	COC(=O)c1cnn(-c2ccccc2)c1/C=N/NC(=S)Nc1ccccc1	0	·	17	-2	5	5	-2	-1	15	-0.6
32	Cc1[nH]c2ccc(C(=O)NCCCN3CCOCC3)cc2c1C	7	4	2	3	6	0	1	0	-2	0.5
33	CC1CCC(NC(=O)CN2C(=O)NC3(CCCCCC3)C2=O)CC1 (centres undefined)	-3	10	1	0	-2	1	-1	7	3	-1.2
34	Cc1cc(C(=O)N/N=C/c2cc(Br)cc([N+](=O)[O-])c2O)c2ccccc2n1	2	11	-12	49*	-1	44*	-2	14	0	-0.9
35	CCCc1nnc(SCc2ccc(C(=O)OC)o2)n1N	-3	-1	-8	1	1	-7	2	-3	6	0.8
36	Cc1cc(NC(=O)COC(=O)c2ccc(OC(F)(F)F)cc2)no1	-9	-5	3	-2	-5	-5	-1	10	4	-0.8

More results
cpd	Molecule	NR1D1 modulator	HTRA1 inh	NPR2 activator	rCAG RNA binder	ARFGAP1 inhibitor	ABHD4 inh	SMARCA2 activ	ASAP1 GAP inh	GC-A act	PG9 binder
37	CCS(=O)(=O)Nc1cccc(-c2cc(-c3ccccc3)c3cc(C)ccc3n2)c1	4	-103	-2	13	12	-77	-2	-1	-7	0.5
38	Cc1ccc(-c2ccc(=O)n(CC(=O)NCCC(C)C)n2)cc1	-5	6	-3	0	1	-1	0	7	1	0.2
39	COc1cccc(CNc2ccc3[nH]c(=O)[nH]c3c2)c1OCc1ccc(F)cc1	1	13	-5	-1	5	14	-1	13	-10	-2.9
40	Cc1ccc(CC(CC(=O)O)C(=O)NCc2ccccc2)cc1 (centres undefined)	-1	-6	1	-1	2	2	0	-17	1	-0.7
41	CC(C)N(Cc1nnc(-c2ccc(Cl)cc2)o1)C(=O)c1cc2ccccc2o1	0	-26	-4	3	-9	-8	3	-3	-6	-0.5
42	CCC(=O)c1cn(CCOc2ccccc2OC)c2ccccc12	3	-8	6	-4	5	-4	0	2	-2	-0.2
43	CCOC(=O)c1c(NC(=O)CNC2CCCc3ccccc32)sc(C(N)=O)c1C (centres undefined)	3	2	-8	-2	14	3	5	10	-28	2.8
44	COc1ccc(CNS(=O)(=O)c2ccc(-c3cnc(C4CC4)o3)cc2)cc1	-1	-8	-1	2	9	-12	-4	-4	4	3.1
45	FC(F)(F)c1cnc(C(c2ccccn2)c2ncn[nH]2)c(Cl)c1 (centres undefined)	-2	0	-3	-4	5	8	-1	5	-3	0.0
46	Oc1cc(NCc2cccnc2)ccc1-c1nc2ccccc2o1	3	21	-8	4	-2	4	3	0	10	-0.1
47	CC(=O)N1CCc2cc(S(=O)(=O)NC3CCN(C(=O)C(C)(C)C)CC3)ccc21	-4	·	-8	1	·	1	-6	·	3	·
48	CCOc1cc(S(=O)(=O)N2CCC(Cc3ccccc3)CC2)c(OCC)cc1-n1cnnn1	3	-4	-13	5	-1	3	-1	-1	-16	-1.0

More records follow:
cpd	Molecule	NR1D1 modulator	HTRA1 inh	NPR2 activator	rCAG RNA binder	ARFGAP1 inhibitor	ABHD4 inh	SMARCA2 activ	ASAP1 GAP inh	GC-A act	PG9 binder
49	O=C(CCN1C(=O)c2ccccc2S1(=O)=O)NCc1ccco1	0	-2	1	-3	4	-4	-2	-1	2	0.1
50	COc1ccccc1-c1cc(C(=O)Nc2cccnc2)no1	3	-5	-12	5	-2	-14	2	5	-7	1.0
51	COc1cccc(CC(NC(C)=O)C(=O)NC2CCN(C(=O)c3ccc(Cl)cc3)CC2)c1OC (centres undefined)	-5	0	-5	1	2	-2	0	-6	5	1.4
52	O=C(OCCc1cc2ccccc2c(=O)o1)c1ccco1	-2	-1	-2	-1	5	-3	2	-7	-2	-0.7
53	O=C(NCCCN1CCCC1=O)c1cccc(S(=O)(=O)N2CCN(c3ccc(F)cc3)CC2)c1	-3	2	-5	-3	18	0	2	11	-5	-2.2
54	Cc1cc(Cl)c(S(=O)(=O)NC(C(=O)O)c2ccccc2)cc1OCC(N)=O (centres undefined)	-3	7	1	2	7	0	-1	4	0	-0.6
55	COCC(C)n1c(SCC(=O)Nc2cccnc2Cl)nc2ccccc2c1=O (centres undefined)	-4	5	-1	1	5	-1	2	1	1	-0.7
56	O=C(COc1cccc2ccccc12)N/N=C/c1ccncc1	4	-6	-2	0	-10	-7	-4	-10	1	-5.7
